# Tau fluor cs: counter-screen for tau fibril formation inhibitors. tau K18 P301L (four-repeat tau fragment) Alexa594 fluorescence, heparin fibrillization. Potency, µM (highest dose often 57.7 µM), inactives show at the top dose activity change, negative = decrease. 280,000 tested, 0.93% active; note: % is set by controls: 0 for no effect and ±100 for the full control effect; nearly all actives have a fitted effect of over 55% in size
#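 Human K18 P301L tau (15 uM unlabeled plus 0.24 uM Alexa 594-labeled, final) in 100 mM sodium acetate pH 7 was mixed with compound and 20 uM heparin and incubated 6 hr at 37 C.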
# Epigenetic derep: epigenetic control regulation, reporter derepression; murine LDR cells, GFP reporter derepression, 30 h; Potency, µM (doses to about 53.9 µM), without a hit: at the highest dose GFP activation, hits mostly activators; 280,000 tested, 0.2% active; AID 1865; note: % of control where 0% means no effect; nearly all actives have a fitted effect of over 60% in size
#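 In this reporter-derepression format, murine cells bearing a silenced integrated CMV-GFP locus incubate with test compound (30 h, 37 C), then are washed and imaged; fluorescent objects of 20–120 um count as induced cells.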
# GAA inhib: inhibitors of human lysosomal alpha-glucosidase; P10253; purified human GAA, 4-MU-alpha-glucoside fluorescence; Potency, µM (top dose mostly 76.9 µM), for inactives: at the top dose activity change, negative = inhibition, usual class: inhibitors; 200,000 tested, 0.005% active;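 note: plate controls were uninhibited enzyme wells for no effect and no-enzyme background for full effect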
#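 qHTS format, compound range up to 77 uM. Human lysosomal enzyme at 4 nM, 400 uM 4-MU glucoside substrate, pH 5.0, 20 min room temperature; fluorescence after alkaline stop gives activity normalized to controls.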
# NPSR antagonist: antagonists of human neuropeptide S receptor cAMP signaling; 220,000 tested, 1% active; CHO-NPSR cells, cAMP TR-FRET, antagonist mode; Potency, µM (highest dose often 38.3 µM), for the others: at the top dose activity change, negative = inhibition, most hits filed as inhibitors; Q6W5P4; AID 1461; note: % is set by controls: 0 for no effect and ±100 for the full control effect; nearly all actives have a fitted effect of over 50% in size; many of its hits are not listed in these tables
# Target sequence (Q6W5P4 whole entry, looked up): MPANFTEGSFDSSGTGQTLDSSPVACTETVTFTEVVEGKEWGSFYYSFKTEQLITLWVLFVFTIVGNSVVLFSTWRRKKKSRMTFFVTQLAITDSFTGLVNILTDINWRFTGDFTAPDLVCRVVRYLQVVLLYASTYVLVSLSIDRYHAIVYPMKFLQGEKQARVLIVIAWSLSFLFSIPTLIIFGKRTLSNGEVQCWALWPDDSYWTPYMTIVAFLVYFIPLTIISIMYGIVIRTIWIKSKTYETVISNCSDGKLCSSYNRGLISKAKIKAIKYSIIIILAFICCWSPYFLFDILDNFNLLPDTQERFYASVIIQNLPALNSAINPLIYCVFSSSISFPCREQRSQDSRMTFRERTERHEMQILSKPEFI
# GAA glycogen: alters human alpha-glucosidase cleavage of glycogen; P10253; recombinant GAA, glycogen substrate, Amplex Red glucose oxidase fluorescence; Potency, µM (highest dose often 76.4 µM), for the others: at the highest dose activity change, negative = inhibition, hits mostly inhibitors; 300,000 tested, 0.38% active; AID 2100;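 note: 0% = full enzyme reaction and -100% = no-enzyme basal signal; the screen sought inhibitors and activators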
#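 qHTS, 1536-well; enzyme 4 nM final; cpd up to 77 uM; substrate bovine liver glycogen 30 ug; 50 mM citrate/phosphate pH 5.0, 0.01% Tween-20; 37 C, 40 min; Amplex Red detection 45 min RT; Hill fit → AC50.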
# ALDH1A1 inh: blocks purified human ALDH1A1 activity; 220,000 tested, 7.3% active; Purified ALDH1A1, NADH fluorescence, propionaldehyde substrate; AID 1030; P00352; Potency, µM (titrated, usually from 75.3 µM), for the others: top-dose activity, negative = inhibition, actives largely listed as inhibitors; active = well fitted inhibition curve with a large enough effect, not every such curve was filed as active; inconclusive = small, poorly fitted or top-dose-only effect, or another doubt; inactive = no such curve, though single readings can be large or run the other way;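 note: plate controls were no enzyme wells and a reference inhibitor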
# Target sequence (P00352 whole entry, looked up): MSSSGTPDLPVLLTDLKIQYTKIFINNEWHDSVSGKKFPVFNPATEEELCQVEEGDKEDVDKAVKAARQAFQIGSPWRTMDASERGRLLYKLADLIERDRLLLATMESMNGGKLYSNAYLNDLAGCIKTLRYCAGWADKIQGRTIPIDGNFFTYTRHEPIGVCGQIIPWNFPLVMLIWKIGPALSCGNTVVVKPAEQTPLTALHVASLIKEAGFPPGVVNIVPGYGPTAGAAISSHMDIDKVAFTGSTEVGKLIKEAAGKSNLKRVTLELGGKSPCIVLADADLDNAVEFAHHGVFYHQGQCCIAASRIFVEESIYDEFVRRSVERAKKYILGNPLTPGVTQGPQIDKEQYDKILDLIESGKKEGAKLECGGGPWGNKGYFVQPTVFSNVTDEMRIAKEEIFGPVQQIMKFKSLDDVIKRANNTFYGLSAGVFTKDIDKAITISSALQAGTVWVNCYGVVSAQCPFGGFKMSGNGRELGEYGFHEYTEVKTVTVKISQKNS
# GAA spleen mod: lysosomal alpha-glucosidase (human) modulation. human spleen homogenate, 4-MU-alpha-glucoside fluorescence. Potency, µM (series often up to 79.9 µM), without a hit: at the top dose activity change, negative = inhibition, most hits filed as inhibitors. AID 2112. 240,000 tested, 0.006% active. P10253;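 note: 0% = enzyme with vehicle and -100% = no enzyme basal signal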
#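 Compounds were titrated against alpha-glucosidase in spleen homogenate at pH 5.0, with 1 mM 4-methylumbelliferyl substrate for 40 min at 37 C. Reactions were quenched with pH 10 NaOH/glycine and fluorescence measured.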
# GLA spleen mod: alpha-galactosidase A (human) modulation; P06280; human spleen homogenate, 4MU-alpha-Gal fluorescence, 40 min; Potency, µM (titrated, usually from 80 µM), without a hit: top-dose activity change, negative = inhibition, usual class: inhibitors; 240,000 tested, 0.008% active;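 note: 0% = enzyme with vehicle and -100% = no enzyme basal signal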
#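 Human spleen homogenate (1 ug) was the enzyme source, with 4-methylumbelliferyl-alpha-D-galactopyranoside (1 mM final) in pH 5.0 citrate buffer with 0.01% Tween-20. Compounds were titrated; after 40 min at 37C, NaOH/glycine stop, 4-MU fluorescence read; AC50 from Hill fits.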
# Numbers without * were called inactive; ? = inconclusive; / = not tested or not shown; & = joins results of further samples; [ ] = another dose, or the depositor's remark. Unless noted, calls come from the whole dose curve; as a rule, active = well fitted curve in the direction sought with a large enough effect; inconclusive = small, poorly fitted or top-dose-only effect, or another doubt; inactive = no such curve, though single readings can be large; an effect the other way counts as inactive or inconclusive. Potency is the fitted concentration of half-maximal effect.
SMILES,Tau fluor cs,Epigenetic derep,GAA inhib,NPSR antagonist,GAA glycogen,ALDH1A1 inh,GAA spleen mod,GLA spleen mod
O=C(O)CC(CC(=O)Nc1ccc(C(=O)O)cc1)c1ccccc1 (stereo unspecified),-2%,2.4%,1%[15.4 µM],-19%,-6%,-5%,0%,2%
Cc1ccc2c(=O)c3ccccc3n(CCCN)c2c1C,-6%,?,/,/,/,-8%,12%&-12%,?
CCOC(=O)C1(CCc2ccccc2)CCN(C(=O)c2ccoc2)CC1,-6%,-1.2%,/,15%,4%,25µM*,5%,8%
Cc1ccccc1NC(=O)CSc1nnnn1C,8%,-0.8%,-1%,3%[46.1 µM],-13%,11%,2%,8%
N#CCSc1nccc(-c2cc(Cl)sc2Cl)n1,-18%,0.9%,-25%,6%[46.1 µM],-10%,-13%,1%,2%
CCCn1nnc(NC(=S)NC(=O)c2ccc(-c3ccc(Br)cc3)o2)n1,-13%,0.0%,/,?,3%,/,-3%,-16%
CCCOc1ccc(Cn2c(O)cc(=O)[nH]c2=O)cc1,-20%,-2.1%,-4%,-5%[46.1 µM],-3%,?,4%,-9%
N#CC1=C(N)OC2=C(C(=O)CC(c3ccccc3)C2)C1c1cccnc1 (stereo unspecified),0%,-2.6%,1%,-5%,-3%,?,-9%,0%
CCc1cc(C(=O)c2ccc(OC)cc2)c(NC(=O)CN2CCCC2)s1,-9%,0.0%,?,?,9%,10µM*,-11%,-9%
Cc1cc(C)cc(OCC(=O)NN2C(=O)c3ccccc3C2=O)c1,-6%,0.2%,-5%,6%,2%,4%,6%,8%
N=c1c2c3c(sc2ncn1CCCO)CCCC3,-6%,-0.8%,-4%,-16%[46.1 µM],3%,-7%,-7%,-3%
Cn1c(Cl)c(/C=N/OC(=O)c2ccc(Cl)cc2)c2ccccc21,-27%,-1.0%,2%,-8%[46.1 µM],1%,?,-4%,-7%
CCC(C)(C)n1nnnc1C(c1ccc(O)cc1)N1CCc2ccccc2C1 (stereo unspecified),-14%,4.7%,9%,3%,-18%,?,-9%,0%
Cc1cccc(COCC(Cc2ccccc2)N2CCN(C(=O)c3ccc(C(F)(F)F)cc3)CCC2=O)c1 (stereo unspecified),-17%,6.1%,1%,-13%,-10%,-3%,1%,6%
Cc1ccc(C(=O)N/C(=C\c2cccs2)C(=O)NCc2ccncc2)cc1,7%,1.0%,2%,-12%[46.1 µM],5%,?,-2%,1%
CO/N=C/NC(=O)c1c(OC)ccnc1Oc1ccc(Cl)cc1,-3%,0.1%,-3%,1%[46.1 µM],-19%,6%,2%,5%
Cc1cc(F)ccc1N1CCC(N2CCN(CCC(C)C)C(CCO)C2)CC1 (stereo unspecified),-15%,-5.8%,8%,13%,10%,0%,1%,-11%
COc1ccccc1N1C(=O)C2C(C(=O)c3ccccc3)=NN(c3ccccc3)C2C1=O (stereo unspecified),-16%,-2.6%,/,-14%,-7%,/,-6%,0%
Nc1nncn1C(=O)c1cc(Br)ccc1Cl,1%,0.0%,-10%,-5%[46.1 µM],-1%,9%,2%,-3%
CCN(C(=O)COc1cccnc1[N+](=O)[O-])C1CCS(=O)(=O)C1 (stereo unspecified),6%,-1.0%,1%,5%,8%,2%,-4%,-2%
O=C(NN1CCOCC1)c1cc(S(=O)(=O)Nc2cccc(C(F)(F)F)c2)ccc1Cl,-4%,0.0%,?,10%[46.1 µM],-4%,5%,-12%,4%
O=C1CS/C(=N\C(=O)N2c3ccccc3Sc3ccccc32)N1,?,-1.8%,8%,-17%[46.1 µM],-30%,?,2%,-3%
Cc1ccc(CSC2=NCCN2C(=O)c2ccc([N+](=O)[O-])cc2)cc1,?,-3.9%,-12%,-25%,-2%,16µM*,/,-8%
COc1cc(C2=NOC(C(=O)N3CCN(c4ccc(F)cc4)CC3)C2)cc(OC)c1OC (stereo unspecified),-26%,-3.3%,-13%,-17%[46.1 µM],-6%,?,-6%,-14%
COc1cccc(NS(=O)(=O)c2ccc3[nH]cc(C(=O)NC4CC4)c(=O)c3c2)c1,-22%,-0.8%,-23%,-14%[46.1 µM],-26%,15%,-10%,-10%
N[C@H](Cn1ccc(=O)c(O)c1)C(=O)O,2%,-1.4%,/,/,/,-3%,0%,6%
COc1ccc2c(c1)/C(=N/N1C(=O)c3ccccc3C1=O)C(=O)N2,-12%,2.0%,-1%,-3%,0%,?,-5%,-1%
COc1ccc(CCC(=O)NCCc2nc3ccccc3[nH]2)cc1,-4%,-1.1%,-5%,-2%,3%,3%,2%,4%
O=C(CC(Nc1ccccc1Cl)C(=O)O)c1ccccc1 (stereo unspecified),-11%,-1.3%,8%,-8%,-3%,0.13µM*,2%,1%
CC(=C/c1ccccc1)/C=N/Nc1nc(N2CCCCC2)nc(N2CCCCC2)n1,-5%,0.0%,-1%,-35%,5%,7%,-7%,2%

# An excerpt from above in order of the GAA glycogen value, low to high.
structure,Epigenetic derep,NPSR antagonist,GAA glycogen,ALDH1A1 inh,GAA spleen mod,GLA spleen mod
COc1cccc(NS(=O)(=O)c2ccc3[nH]cc(C(=O)NC4CC4)c(=O)c3c2)c1,-0.8%,-14%[46.1 µM],-26%,15%,-10%,-10%
Cn1c(Cl)c(/C=N/OC(=O)c2ccc(Cl)cc2)c2ccccc21,-1.0%,-8%[46.1 µM],1%,?,-4%,-7%
CCCn1nnc(NC(=S)NC(=O)c2ccc(-c3ccc(Br)cc3)o2)n1,0.0%,?,3%,/,-3%,-16%

# Continuation.
SMILES,Tau fluor cs,Epigenetic derep,GAA inhib,NPSR antagonist,GAA glycogen,ALDH1A1 inh,GAA spleen mod,GLA spleen mod
CCN(CC)S(=O)(=O)c1ccc(NC2=NS(=O)(=O)c3ccccc32)cc1,-11%,-3.2%,0%,-10%[46.1 µM],1%,?,-10%,-1%
COc1ccc(C2Nc3ccc4ccccc4c3-c3c2c(=O)oc2ccccc32)cc1 (stereo unspecified),?,19%,?,7.9µM*,-13%,?,4%,6%
COc1cc([N+](=O)[O-])c2ncsc2c1,14%,0.0%,-17%,15%,-4%,-6%,3%,-5%
CCN(CC)S(=O)(=O)c1ccc(NC2c3ccccc3C(=O)N2Cc2ccc3c(c2)OCO3)cc1 (stereo unspecified),?,-0.2%,-14%,-29%[46.1 µM],-15%,?,-3%,-6%
O=C1C2CCCN2C(=O)N1CCCCN1CCN(c2ccc(F)cc2)CC1 (stereo unspecified),6%,0.9%,-3%,11%,3%,-15%,2%,4%
CCCP(=O)(CCC)CCP(=O)(c1ccccc1)c1ccccc1,-1%,0.0%,1%,8%[46.1 µM],-5%,7%,-5%,-4%
CC(C)(C)c1ccc(/C=C2/SC(N3CCCC3)=NC2=O)cc1,-11%,4.5%,-11%[15.4 µM],?,-9%,?,-6%,2%
Cc1ccc2nc(N/C(=N/S(=O)(=O)c3cccs3)c3ccccc3Cl)sc2c1,-10%,-0.3%,-9%,-39%,-3%,-10%,8%,1%
CC(=O)c1ccc(NC(=S)NCc2ccc(Cl)cc2Cl)cc1,?,0.9%,-6%,-44%,-27%,-3%,8%,-2%
Cc1occc(=O)c1OC(=O)Nc1ccc(Cl)c(Cl)c1,?,0.3%,-3%,-10%,1%,8%,-4%,-12%
O=C(NCc1cccnc1)c1ccc(N2CCOCC2)c([N+](=O)[O-])c1,5%,-1.3%,4%,18%,6%,3%,4%,11%
COCCCNC(=O)c1c(NC(=O)c2cccs2)sc2c1CCCC2,-16%,-2.3%,9%,?,1%,?,5%,2%
Cc1ccc(O)c(C2=NNC(O)(C(F)(F)F)C2)c1 (stereo unspecified),?,0.1%,1%,24%[46.1 µM],-2%,9%,-10%,-1%
CCN(CC)CCCN(C(=O)c1ccco1)c1nc(-c2ccc(C)cc2)cs1,-19%,-1.4%,-7%,56%,3%,24%,1%,-1%
CCN(CC)C(=O)Nc1cnc2ccccc2c1,-2%,0.5%,-15%,-13%[46.1 µM],-2%,2%,0%,-6%

# One compound at a time, from the list above.
# COc1ccc(C2Nc3ccc4ccccc4c3-c3c2c(=O)oc2ccccc32)cc1 (stereo unspecified) in the list: Tau fluor cs = ?; Epigenetic derep = 19%; GAA inhib = ?; NPSR antagonist = 7.9µM*; GAA glycogen = -13%; ALDH1A1 inh = ?; GAA spleen mod = 4%; GLA spleen mod = 6%
# COc1cc([N+](=O)[O-])c2ncsc2c1 in the list: Tau fluor cs = 14%; Epigenetic derep = 0.0%; GAA inhib = -17%; NPSR antagonist = 15%; GAA glycogen = -4%; ALDH1A1 inh = -6%; GAA spleen mod = 3%; GLA spleen mod = -5%

# The results go on:
SMILES,Tau fluor cs,Epigenetic derep,GAA inhib,NPSR antagonist,GAA glycogen,ALDH1A1 inh,GAA spleen mod,GLA spleen mod
COc1ccc(OC)c(-c2cc(C(=O)Nc3c(C)n(C)n(-c4ccccc4)c3=O)no2)c1,-13%,0.0%,-5%,-2%[46.1 µM],1%,1%,5%,2%
COc1cc2c(cc1O)C(Cc1ccc(O)cc1)[N+](C)(C)CC2 (stereo unspecified),-4%,-1.3%,/,/,/,-5%,-2%,7%
CC(=O)OCC(=O)N1CCN(c2ccc([N+](=O)[O-])cc2)CC1,-2%,8.9%,-2%,5%,7%,?,-9%,-12%
CCOCc1c(C(=O)Nc2cc(OCC)c(N3CCOCC3)cc2OCC)oc2ccccc12,?,-1.1%,?,-21%,-3%,-6%,-15%,0%
O=C(COC(=O)c1c[nH]c(=O)[nH]c1=O)Nc1ccccc1F,4%,3.9%,1%,27%,-13%,28µM*,-1%,-2%
CCN(CC)CCOC(=O)C(Cc1cccc2ccccc12)CC1CCCO1 (stereo unspecified),-22%,-2.4%,/,/,-3%,-3%,-7%,-1%
Cc1cc(NO)nc(-c2ccc(Br)cc2)n1,-7%,-2.9%,-2%,19%[46.1 µM],?,?,-4%,-10%
CCOc1ccc(-c2[nH]nc3c2C(c2cccnc2)C(C#N)=C(N)O3)cc1 (stereo unspecified),-8%,0.0%,-2%,-15%[46.1 µM],-1%,-15%,-1%,4%
O=C(N/N=C\c1c(O)ccc2ccccc12)c1ccc(Cn2cccn2)o1,-14%,?,-12%,-12%,4%,15%,-13%,-7%
Cc1cc(C(F)(F)F)c(C#N)c(Sc2ccccc2)n1,-7%,5.8%,-5%,-7%[46.1 µM],-2%,-10%,2%,9%
CCn1nc(C)c(NS(=O)(=O)c2ccccc2)c1C,-2%,-3.6%,10%,-1%[46.1 µM],-5%,-5%,-5%,-2%
CCCS(=O)(=O)Nc1c(C(=O)OC)[nH]c2ccccc12,8%,-11%,-1%,-3%,1%,?,-9%,5%

# Screening data as filed in PubChem.

# A portion of the library; rates above refer to the full screens.
